CIT2 TOR yeast – alters CIT2-GFP fluorescence in TOR pathway yeast screen; S. cerevisiae CIT2-GFP strain, flow cytometry, 3 h; 100 means same as DMSO wells; actives 0.065% (n = 320,000); GFP response vs DMSO, % at 10 µM; AID 2029;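 active means GFP response relative to DMSO above a set limit, near the screen mean plus 3 SD, cut at about 150% in these data; inconclusive means Fewer than 70 cells measured for a yeast strain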;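 further: ratio of well median GFP fluorescence to mean of DMSO wells on the plate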
VLA-4 inh – inhibition in a human VLA-4 binding assay. actives 0.2% (n = 330,000). AID 2557. VLA-4 expressing cells, ligand binding flow cytometry. inhibition, % (about 7 µM as worked out from the volumes in the protocol). P13612; in the data active means inhibition above about 50%
LAP4 TOR yeast – alters LAP4-GFP fluorescence in TOR pathway yeast screen. S. cerevisiae LAP4-GFP multiplex, flow cytometry GFP, 3 h; median GFP as percent of DMSO wells. GFP response vs DMSO, % at 10 µM. actives 0.34% (n = 320,000);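 active means GFP response vs DMSO above a set limit, about the screen mean plus 3 SD, cut at about 150% in these data; inconclusive means under 70 cell events counted for the yeast strain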
CR mimetic SO – lowers age-related superoxide in aged yeast cells. S. cerevisiae aged cells, superoxide DHE fluorescence; active compounds read low. superoxide response (% of plate mean), % at 10 µM. actives 0.18% (n = 330,000). AID 2690;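 active means superoxide response under a set limit, about three screen SD below normal, cut at about 65% in these data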;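 further: yeast aged for seven days with compound at 30 °C before DHE staining; 100% = average MFI of all compound-treated wells on the plate with controls excluded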
RPL19A TOR yeast – alters RPL19A-GFP fluorescence in TOR pathway yeast screen; percent response vs DMSO, % at 10 µM; actives 0.3% (n = 330,000); S. cerevisiae RPL19A-GFP strain, flow cytometry, 3 h; active compounds read low;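 active means percent response vs DMSO below 50%; inconclusive means fewer than 70 events counted for the yeast strain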;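 further: median channel GFP fluorescence of the barcoded RPL19A-GFP strain; ratio of sample median GFP to plate DMSO average so 100% = DMSO; lower means less RPL19A-GFP as with rapamycin TOR inhibition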
MEP2 TOR yeast – yeast TOR pathway MEP2-GFP modulation; actives 0.51% (n = 330,000); S. cerevisiae MEP2-GFP strain, flow cytometry GFP, 3 h; 100% = DMSO control level; GFP response vs DMSO, % at 10 µM;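 active means GFP response versus DMSO above a set limit, roughly screen mean plus 3 SD, cut at about 180% in these data; inconclusive means fewer than 70 cells counted for a yeast strain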;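 further: median GFP fluorescence of the barcode-gated MEP2-GFP cells per well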
GRK2 inh – human GRK2 inhibition via aptamer displacement | actives 0.59% (n = 330,000) | AID 488847 | inhibition of aptamer binding, % at 10 µM | P25098 | bead flow cytometry, FAM-aptamer displacement from GRK2;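 active means inhibition of aptamer binding above 40%, roughly 3 SD of noise, on plates passing a quality check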;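 further: median bead fluorescence of bound FAM aptamer so fluorescent compounds give negative values; no value below 0 was filed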
Target sequence (P25098 whole entry, looked up): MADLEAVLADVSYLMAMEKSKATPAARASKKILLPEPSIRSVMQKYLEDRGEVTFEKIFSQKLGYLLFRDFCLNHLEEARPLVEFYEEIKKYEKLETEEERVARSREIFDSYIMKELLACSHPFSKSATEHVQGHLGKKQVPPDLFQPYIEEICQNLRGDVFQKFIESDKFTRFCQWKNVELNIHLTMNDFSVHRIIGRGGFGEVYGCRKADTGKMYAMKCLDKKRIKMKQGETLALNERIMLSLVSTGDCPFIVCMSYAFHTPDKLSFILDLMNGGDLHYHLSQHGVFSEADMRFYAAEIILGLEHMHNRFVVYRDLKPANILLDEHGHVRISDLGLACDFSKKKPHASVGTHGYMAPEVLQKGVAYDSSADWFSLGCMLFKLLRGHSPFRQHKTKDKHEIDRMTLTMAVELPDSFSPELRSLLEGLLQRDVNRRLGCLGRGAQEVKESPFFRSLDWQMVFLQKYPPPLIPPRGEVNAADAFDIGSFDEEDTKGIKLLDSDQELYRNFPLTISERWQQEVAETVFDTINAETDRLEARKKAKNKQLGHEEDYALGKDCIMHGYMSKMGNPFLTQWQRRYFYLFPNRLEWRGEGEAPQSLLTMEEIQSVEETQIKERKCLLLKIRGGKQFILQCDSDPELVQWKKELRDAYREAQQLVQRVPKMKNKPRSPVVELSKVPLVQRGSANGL
AGP1 TOR yeast – alters AGP1-GFP fluorescence in TOR pathway yeast screen | GFP response vs DMSO, % at 10 µM | actives 0.02% (n = 320,000) | S. cerevisiae AGP1-GFP multiplex flow cytometry, 3 h; GFP as percent of DMSO wells;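 active means GFP response relative to DMSO above a set limit, near screen average plus 3 SD, cut at about 150% in these data; inconclusive means fewer than 70 cells counted for the yeast strain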;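 further: median GFP channel fluorescence of the gated AGP1 strain per well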
Numbers without * were called inactive; ? = inconclusive; . = no result given; [ ] = another dose, or the depositor's remark.

SMILES | CIT2 TOR yeast | VLA-4 inh | LAP4 TOR yeast | CR mimetic SO | RPL19A TOR yeast | MEP2 TOR yeast | GRK2 inh | AGP1 TOR yeast
CCc1ccc(/C(C)=N/NC(=O)c2c[nH]c3ccccc23)s1 | 98 | 8 | 97 | 94 | 94 | 105 | 3 | 97
Cc1ccccc1C(=O)c1cccn1CC(=O)O | 102 | -2 | 102 | 99 | 97 | 98 | 2 | 103
CCOC(=O)C1CCCN(C(=O)C(C)Oc2ccc(Cl)cc2Cl)C1 (stereo unspecified) | 108 | 0 | 108 | 102 | 101 | 106 | 2 | 104
NNc1ccc(Cl)c(C(=O)O)c1 | 108 | -11 | 100 | 97 | 101 | 96 | 0 | 102
CN1CCN(S(=O)(=O)c2ccc(NC(=O)C3CCCCC3)cc2)CC1 | 101 | 7 | 100 | 90 | 97 | 102 | 0 | 99
Cc1ccc(SCCNC(=O)/C=C/c2ccc(Cl)cc2)cc1 | 89 | 9 | 98 | 109 | 100 | 105 | 2 | 96
COc1cccc(NC(=O)COC(=O)CCCc2c[nH]c3ccccc23)c1 | 104 | -2 | 108 | 86 | 101 | 110 | 0 | 108
CCN1c2ccc(S(=O)(=O)N3CCOCC3)cc2N(Cc2ccc(OC)cc2)C1C (stereo unspecified) | 108 | 11 | 109 | 97 | 94 | 115 | 0 | 105
COc1cccc2cc(C(=O)N3CCc4ccccc4C3)c(=O)oc12 | 92 | 3 | 92 | 93 | 93 | 98 | 0 | 93
CC1CCN(S(=O)(=O)c2ccc(S(=O)(=O)NCc3cccnc3)cc2)CC1 | 97 | 0 | 98 | 105 | 98 | 95 | 0 | 101
Cc1cc(C)cc(C(=O)NC(CC(N)=O)c2ccc(N3CCCCCC3)c([N+](=O)[O-])c2)c1 (stereo unspecified) | 102 | -11 | 100 | 96 | 99 | 101 | 0 | 101
CCOC(=O)CC(NC(=O)Cn1nnc(-c2ccccc2Cl)n1)c1ccc(OC)cc1 (stereo unspecified) | 100 | 38 | 102 | 112 | 104 | 100 | 0 | 102
Cc1oc2ncnc(N)c2c1C | 100 | -3 | 101 | 103 | 100 | 102 | 0 | 101
COc1ccc(-c2cnnc(N/N=C/c3c(C)nn(-c4ccccc4)c3Cl)n2)cc1 | 89 | 38 | 95 | 142 | 96 | 99 | 0 | 93
CC(Oc1ccc(Cl)cc1Cl)C(=O)N(Cc1ccco1)C1CCS(=O)(=O)C1 (stereo unspecified) | 98 | 2 | 89 | 95 | 90 | 95 | 2 | 91
C=CCOc1ccc(C2C(C(=O)c3cccs3)=C(O)C(=O)N2c2nnc(C)s2)cc1 (stereo unspecified) | 96 | 8 | 101 | 99 | 98 | 106 | 4 | 94
COc1cc(-c2nc(S(=O)(=O)c3ccc(C)cc3)c(N(C)C)o2)cc(OC)c1OC | 100 | 2 | 107 | 104 | 101 | 106 | 0 | 102
Cc1ccc(C(=O)OCC(=O)NCCc2ccc(F)cc2)cc1S(=O)(=O)N1CCOCC1 | 106 | -7 | 97 | 111 | 99 | 101 | 0 | 102
CCCCOc1ccc(/C=C/C(=O)OCC(=O)NC2CCS(=O)(=O)C2)cc1OCC (stereo unspecified) | 111 | 0 | 99 | 93 | 100 | 100 | 1 | 106
COc1ccc(C)cc1N(C(=O)COc1cccc(F)c1)c1nc2ccccc2s1 | 107 | 0 | 97 | 94 | 106 | 99 | 0 | 104
CCCn1c(N)c(C(=O)CSc2nnc(C3CC3)n2C2CC2)c(=O)[nH]c1=O | 113 | -18 | 96 | 97 | 108 | 102 | 0 | 103
O=C(c1ccccc1F)N1CCN(S(=O)(=O)c2ccc(S(=O)(=O)N3CCCCCC3)cc2)CC1 | 105 | 2 | 103 | 89 | 110 | 106 | 0 | 100
O=C1Nc2ccc(Br)cc2C1(O)Cc1ccccn1 (stereo unspecified) | 105 | -11 | 98 | 92 | 100 | 108 | 0 | 110
C=CCN1C=C2C(=O)C(C)(OC(=O)CCc3ccccc3)C(=O)C=C2C=C1c1ccc(C#N)cc1 (stereo unspecified) | 108 | -21 | 104 | 105 | 96 | 89 | 4 | 87
COc1ccc(C(C)C)cc1S(=O)(=O)NCCCn1ccnc1 | 105 | 2 | 82 | 90 | 97 | 107 | 0 | 96

Profiles, quoted from the list. Order of screens: CIT2 TOR yeast | VLA-4 inh | LAP4 TOR yeast | CR mimetic SO | RPL19A TOR yeast | MEP2 TOR yeast | GRK2 inh | AGP1 TOR yeast
`O=C(c1ccccc1F)N1CCN(S(=O)(=O)c2ccc(S(=O)(=O)N3CCCCCC3)cc2)CC1` is listed as 105 | 2 | 103 | 89 | 110 | 106 | 0 | 100
`Cc1ccc(C(=O)OCC(=O)NCCc2ccc(F)cc2)cc1S(=O)(=O)N1CCOCC1` is listed as 106 | -7 | 97 | 111 | 99 | 101 | 0 | 102

(cont.)
SMILES | CIT2 TOR yeast | VLA-4 inh | LAP4 TOR yeast | CR mimetic SO | RPL19A TOR yeast | MEP2 TOR yeast | GRK2 inh | AGP1 TOR yeast
O=C(O)CCc1ccc(-c2ccc(F)cc2)n1NC(=O)c1ccco1 | 99 | 8 | 100 | 103 | 94 | 105 | 0 | 102
CCCNC(=O)CN(C)S(=O)(=O)c1c(C)cc(C)cc1C | 92 | 9 | 102 | 104 | 98 | 105 | 3 | 106
COc1ccc([N+](=O)[O-])cc1N1C(=O)c2cccnc2C1=O | 99 | 5 | 87 | 110 | 102 | 101 | 0 | 94
COc1ccc(OC)c(/C=C2\SC(=S)N(C(C(=O)O)c3ccccc3)C2=O)c1 (stereo unspecified) | 96 | 1 | 109 | 102 | 98 | 104 | 4 | 103
Cc1cc2c(SCC(=O)NC3CCCC3)ncnc2s1 | 97 | 7 | 105 | 90 | 96 | 95 | 3 | 100
Cn1ccnc1C(=O)c1ccc(Cl)c(S(=O)(=O)N2CCOCC2)c1 | 94 | . | 107 | 111 | 98 | 106 | 0 | 99
COc1c(C)cccc1C(=O)NCc1ccc2c(c1)OCO2 | 97 | 6 | 93 | 92 | 102 | 103 | 2 | 91
COCCNC(=O)C(c1ccc(C)cc1)N(C(=O)CCC(=O)Nc1ccccn1)c1ccc(C)cc1 (stereo unspecified) | 101 | 4 | 96 | 97 | 102 | 103 | 2 | 103
Cn1c(=O)c2c(ncn2CCOc2ccc(Br)cc2)n(C)c1=O | 109 | 3 | 88 | 115 | 96 | 109 | 1 | 101
COc1cc(/C=N/NC(=S)Nc2cccnc2)cc(OC)c1O | 105 | 8 | 94 | 106 | 103 | 104 | 1 | 104
COc1ccc(C2CCCN2C(=S)Nc2c(C)cccc2C)cc1OC (stereo unspecified) | 100 | 2 | 96 | 91 | 95 | 98 | 2 | 97
CCOc1ccc(-n2cc(C(=O)N3CCN(C)CC3)c3cc(OC)c(OC)cc3c2=O)cc1 | 101 | 0 | 103 | 108 | 103 | 105 | 4 | 102
O=C(/C=C/c1ccc(OC(F)F)cc1)Nc1cccc(S(=O)(=O)NC2=NCCCCC2)c1 | 97 | 11 | 70 | 97 | 98 | 99 | 0 | 78
O=C(CCCC(=O)Nc1ccc(Br)cc1)N/N=C/c1ccccc1 | 90 | -10 | 84 | 97 | 98 | 85 | 1 | 91
CSc1nc2c(cc1C#N)CCCCC2 | 97 | -2 | 99 | 99 | 105 | 103 | 6 | 102
O=C(O)c1cc(-c2ccc(/C=C3\NC(=O)N(c4ccccc4)C3=O)o2)ccc1Cl | 94 | -1 | 92 | 108 | 98 | 100 | 86* | 101
COc1ccc2[nH]c(=O)c(CN(Cc3cccs3)S(=O)(=O)c3cccc4nsnc34)cc2c1 | 102 | -9 | 110 | 103 | 108 | 108 | 3 | .
COc1cc(C(=S)N2CCCCC2)ccc1OCC(=O)N1CCCC1 | 103 | -12 | 103 | 107 | 101 | 101 | 2 | 106
O=C(CSc1nnc(NC(=O)C2CC2)s1)Nc1ccccc1 | 109 | 0 | 92 | 106 | 108 | 103 | 0 | 111
CCC(C)NCCOCCOc1ccc(F)cc1 (stereo unspecified) | 88 | -2 | . | 104 | 95 | 95 | 0 | 94
Cc1cc(C)c(S(=O)(=O)ON2C(=O)c3ccccc3C2=O)cc1C | 76 | 22 | 171* | 116 | 70 | 109 | 0 | 75
COc1ccc(Cl)cc1-c1nc(SCC(=O)NC2CC2)n[nH]1 | 87 | 6 | 92 | 106 | 98 | 94 | 0 | 97
Cc1ccc(NC(=O)C2CCCN(C(=O)NCc3ccccc3)C2)c(C)c1 (stereo unspecified) | 107 | -3 | 101 | 110 | 105 | 99 | 5 | 106
CCC(C)NC(=O)COc1ccc(OCc2ccccc2)cc1 (stereo unspecified) | 80 | -2 | 104 | 112 | 96 | 110 | 0 | 96
O=C(NCCO)c1cccc(Nc2nc(-c3ccccc3)c3cc(Cl)ccc3n2)c1 | 116 | -3 | 99 | 104 | 105 | 104 | 0 | 105
Next part
SMILES | CIT2 TOR yeast | VLA-4 inh | LAP4 TOR yeast | CR mimetic SO | RPL19A TOR yeast | MEP2 TOR yeast | GRK2 inh | AGP1 TOR yeast
COc1cc(Cl)c(C)cc1NC(=O)CN1C(=O)C2CC=CCC2C1=O (stereo unspecified) | 102 | -19 | 100 | 96 | 97 | 105 | 0 | 101
CCOC(=O)C(CC)/C(C)=N\NC(=O)c1cccc(C)c1 (stereo unspecified) | 86 | 0 | 95 | 99 | 103 | 104 | 0 | 102
CC1(C)CC(=O)c2sc(NS(=O)(=O)c3ccccc3)nc2C1 | 97 | 7 | 104 | 95 | 94 | 102 | 0 | .
O=C(NNC(=S)NCc1ccco1)c1ccc(S(=O)(=O)N2CCOCC2)cc1 | 103 | -3 | 103 | 95 | 107 | 98 | 1 | 105
COCCNC(=O)c1ccc(C(=O)NCCOC)s1 | 93 | 9 | 99 | 105 | 96 | 102 | 0 | 96
COC(=O)c1ccc2nc(-c3ccc(S(C)(=O)=O)cc3)cn2c1 | 89 | 14 | 96 | 121 | 97 | 102 | 7 | 89
CC(C)CC1Nc2ncnc(N3CCN(c4ccccc4)CC3)c2N(Cc2ccccc2)C1=O (stereo unspecified) | 80 | -9 | 103 | 88 | 95 | 89 | 1 | 88
CC(=O)N1CCc2cc(S(=O)(=O)CCC(=O)N3CCN(c4ccccn4)CC3)ccc21 | ? | -1 | 93[may fluoresce red and violet] | 111 | ? | 86[may fluoresce red and violet] | 3 | 93[may fluoresce red and violet]
CC1(C2CC2)NC(=O)N(CC(=O)Nc2ccc(Cl)c([N+](=O)[O-])c2)C1=O (stereo unspecified) | 103 | -1 | 96 | 138 | 99 | 103 | 1 | 98
CC(NC(=O)COC(=O)c1cc(S(=O)(=O)N2CCOCC2)ccc1F)c1ccccc1 (stereo unspecified) | 91 | 0 | 98 | 116 | 98 | 99 | 0 | 94
CN(Cc1ccccc1)Cc1c(F)cccc1F | 105 | -3 | 100 | 91 | 98 | 103 | 1 | 101
C=CCC1C=C(C)CC(CC=C)N1 (stereo unspecified) | . | -1 | 100 | 103 | 98 | 102 | 2 | 102
CC(=O)NCCC(=O)Nc1nc(-c2cccs2)c(-c2cccs2)s1 | 86 | -72 | 84 | 120 | 94 | 90 | 1 | 81
Fc1ccc(-c2csc3ncnc(Nc4ccc(N5CCOCC5)cc4)c23)cc1 | 82 | -3 | 108 | 108 | 94 | 103 | 0 | 92
COc1ccc(-n2nc(C(=O)NCC(=O)N3CCN(C)CC3)c3ccccc3c2=O)cc1OC | 101 | 0 | 103 | 96 | 101 | 100 | 0 | 101
Cc1cccc(C)c1NC(=O)c1ccc([N+](=O)[O-])s1 | 114 | -14 | 94 | 112 | 115 | 115 | 0 | 100
COc1ccc(NC(=O)CN(C)C(=O)C2CSC3(C)CCC(=O)N23)cc1 (stereo unspecified) | 97 | 2 | 102 | 88 | 104 | 102 | 0 | 108
Cc1nn2c(C)c(C(=O)Nc3ccccc3)cnc2c1-c1ccccc1 | 94 | 4 | 105 | 98 | 94 | 97 | . | 104

Assay outcomes (PubChem)
